GPR151 activ: activators of human GPR151; PathHunter beta-arrestin GPR151 cells, luminescence; AID 1508602; Q8TDV0; actives 1% (n = 650,000); activation, % at 11.2 µM; in the data active means activation above about 4.9%;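 further: 0% = median of compound wells and 100% = cells with positive control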
Target sequence (Q8TDV0 whole entry, looked up): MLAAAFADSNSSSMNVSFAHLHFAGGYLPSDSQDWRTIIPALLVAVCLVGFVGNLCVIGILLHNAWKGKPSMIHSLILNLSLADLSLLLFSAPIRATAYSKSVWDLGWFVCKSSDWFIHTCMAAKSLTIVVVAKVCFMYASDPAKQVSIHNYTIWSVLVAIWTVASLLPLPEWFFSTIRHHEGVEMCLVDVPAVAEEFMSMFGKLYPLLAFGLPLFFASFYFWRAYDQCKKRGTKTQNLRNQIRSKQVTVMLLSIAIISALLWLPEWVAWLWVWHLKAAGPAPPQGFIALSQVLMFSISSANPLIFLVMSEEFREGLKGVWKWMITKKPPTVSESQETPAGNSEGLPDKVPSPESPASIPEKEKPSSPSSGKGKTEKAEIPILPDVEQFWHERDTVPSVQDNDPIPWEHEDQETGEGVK
MITF primary: inhibitors of human MITF; O75030; AlphaScreen MITF homodimerization, bead proximity signal; inhibition, % at 2.6 µM; actives 0.91% (n = 650,000); AID 1259374; in the data active means inhibition above about 50%;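 further: 0% = vehicle wells with protein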
Target sequence (O75030 whole entry, looked up): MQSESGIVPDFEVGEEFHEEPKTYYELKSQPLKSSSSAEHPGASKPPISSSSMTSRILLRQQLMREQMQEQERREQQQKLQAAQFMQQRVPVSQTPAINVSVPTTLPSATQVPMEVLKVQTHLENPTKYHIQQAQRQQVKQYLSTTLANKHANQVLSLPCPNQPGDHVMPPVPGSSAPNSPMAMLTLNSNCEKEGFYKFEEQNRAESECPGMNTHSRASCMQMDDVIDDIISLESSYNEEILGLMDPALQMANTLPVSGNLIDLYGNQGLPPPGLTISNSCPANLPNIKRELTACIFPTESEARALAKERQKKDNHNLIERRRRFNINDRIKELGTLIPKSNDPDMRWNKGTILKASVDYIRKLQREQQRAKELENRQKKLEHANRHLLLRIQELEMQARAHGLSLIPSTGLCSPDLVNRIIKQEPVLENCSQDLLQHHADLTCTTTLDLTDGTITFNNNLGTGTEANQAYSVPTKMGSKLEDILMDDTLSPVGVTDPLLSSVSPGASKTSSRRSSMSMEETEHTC
TEAD-YAP block: TEAD-YAP interaction inhibition | HEK-TIYL cells, TEAD-Gal4/YAP UAS-luciferase luminescence | inhibition, % at 9.12 µM | actives 1.4% (n = 640,000) | AID 1259422; in the data active means inhibition above about 32%;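 further: 0% = median of test compound wells and 100% = reference inhibitor wells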
FBW7 act: human FBW7 E3 ligase activation, primary screen. Q969H0. AlphaScreen FBW7–phospho-cyclin E peptide binding, activator screen. normalized activity (activation), % at 26.1 µM. actives 0.13% (n = 650,000); in the data active means normalized activity above about 1.9%;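 further: purified mutant Fbw7 with reduced substrate affinity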
Numbers without * were called inactive; i = inactive.

Molecule,GPR151 activ,MITF primary,TEAD-YAP block,FBW7 act
COc1ccc(C2C=C(c3ccccc3Cl)Nc3nnnn32)cc1 (stereo not given),-1.0,13,-3,0.1
Cc1ccc(C2Oc3ccccc3C3=C2C(c2cccnc2)n2nnnc2N3)cc1 (stereo not given),-1.9,-3,-1,0.0
CCOc1ccc(NC(=O)c2c(NCc3ccc(OC)cc3)sc3c2CCC3)cc1,0.6,1,2,0.1
COc1ccc(S(=O)(=O)NCCN2CCOCC2)c2ccccc12,0.0,-8,-1,-0.2
O=C(Nc1ccc2oc(-c3ccncc3)nc2c1)c1ccc(Br)cc1,-0.4,8,2,0.1
CCCCc1ccc(-c2nc(Nc3ccc(Oc4ccccc4)cc3)c3ccccc3n2)cc1,1.1,0,8,0.1
CSc1nc(N2CCOCC2)c2cnn(CCNC(=O)c3cc4ccccc4o3)c2n1,-0.5,-3,-3,0.0
CC(=O)N1CCc2cc(C(=O)CN3CCN(c4cccc(Cl)c4)CC3)ccc21,-0.3,4,18,0.8
CC(=O)Nc1nonc1NC(=O)CSc1ncccn1,0.1,-7,-6,0.0
C/C(=N\Nc1cc(C)nc(-c2ccccc2)n1)c1cccc([N+](=O)[O-])c1,0.9,2,-8,-0.2
O=C(N1CCN(c2nc(-c3ccccc3)c3cc(Br)ccc3n2)CC1)C(F)(F)F,0.0,12,2,0.1
Cc1nc(C(C)NC2CCN(c3ccc(C(=O)NC4CCCC4)cc3)CC2)cs1 (stereo not given),-0.7,1,-4,0.0
Cc1cc(/C=N/NC(N)=O)c(C)n1-c1ccc(Br)cc1,-1.6,3,-3,0.3
Nc1ncc(Br)cc1S(=O)(=O)NCCC(=O)NCc1cccs1,0.9,10,6,0.2
COc1ccc(C2CC(=O)C3=C(C2)Nc2ccccc2N(C(C)=O)C3c2ccco2)cc1 (stereo not given),1.8,16,3,0.1
Cc1c(Cl)cccc1NC(=O)c1nn2c(C(F)(F)F)cc(-c3ccc(Br)cc3)nc2c1Cl,-0.1,-9,0,0.0
Cc1ccccc1N(C)S(=O)(=O)c1ccc2[nH]cc(C(=O)N3CCCCCC3)c(=O)c2c1,0.0,9,2,0.1
CCC(=O)c1ccc(OCCNC)cc1,1.5,28,1,-0.1
COc1ccc(N2CC(C(=O)O)CC2=O)c(OC)c1 (stereo not given),0.2,-11,-2,-0.1
CC1(C)OC2OC(C(=O)NCC(=O)Nc3ccccc3)C3OC(C)(C)OC3C2O1 (stereo not given),-1.0,17,-2,0.3
COC(=O)Oc1c(Cl)cc2oc(=O)sc2c1[N+](=O)[O-],0.2,-9,-8,0.0
Cc1cccc(OCC(=O)N=Nc2c(O)[nH]c(=O)[nH]c2=O)c1C,-0.3,-6,0,-0.3
OCc1c(-c2ccc(F)cc2)nc2sc3c(n12)CCCC3,3.2,8,-52,-0.1
Cc1nnc(SCC(=O)Nc2ccc(C(F)(F)F)cc2)n(N)c1=O,2.6,6,10,1.3
Cc1ccccc1NC(=O)CN=C1NC(C)(C)Cc2ccccc21,-0.2,7,0,-0.2
NC(=O)C1CCCN(Cc2cccc(Cl)c2)C1 (stereo not given),0.9,31,-12,0.3
COc1ccc(NC(=O)CSc2nc3ccccc3c(=O)n2CCCN2CCCCC2)c(OC)c1,-1.4,13,-1,0.4
O=C1C2C3C=CC(C2C(=O)N1Cc1ccco1)C1C2C(=O)N(Cc4ccco4)C(=O)C2C31 (stereo not given),-0.3,7,-8,0.1
O=C(Nc1cc(-c2ccccc2)nn1CCO)c1ccsc1,1.4,8,1,0.1
COCCNC(=O)CN(c1c(C)cccc1C)S(C)(=O)=O,0.0,-12,-3,0.0
CCCCc1ccc(C(=O)N/C(=C\c2ccc(C)cc2)C(=O)Nc2ccc(C)cc2)cc1,1.6,0,-2,0.0
O=C(COC(=O)c1ccccc1Sc1ccc([N+](=O)[O-])cc1)c1ccc(-c2ccccc2)cc1,1.4,15,10,0.0
CN(C)c1ccc(C2/C(=C(/O)c3ccccc3)C(=O)C(=O)N2CCCO)cc1 (stereo not given),0.5,10,7,0.4
O=C(CCC(=O)c1cccs1)OCCOc1ccc(F)cc1,0.4,0,3,-0.1
COc1ccc(-c2nc3ccc(Cc4ccc5nc(-c6ccc(OC)cc6)oc(=O)c5c4)cc3c(=O)o2)cc1,-0.7,5,13,-0.1
O=C(c1ccc2c(=O)n(C3CCCCC3)c(=S)[nH]c2c1)N1CCCCC1,1.0,15,5,0.4
CC(=O)N1CCc2cc(Br)cc(S(=O)(=O)N3CCCCC3)c21,0.5,15,-4,0.0
Cc1[nH]c2c(C(F)(F)F)cccc2c1CCNC(=O)Cn1nc(C)c2ccccc2c1=O,-0.3,-4,8,0.0
CCOC(=O)c1c(NC(=O)c2ccc(S(=O)(=O)N(CC(C)C)CC(C)C)cc2)sc2c1CCCCC2,4.8,6,6,0.0
COc1ccc(CCNC(=O)C2C3C=CC(O3)C2C(=O)O)cc1OC (stereo not given),-1.8,10,4,0.3
COC(=O)c1c(NC(=O)c2ccccc2CCc2ccccc2)sc2c1CCCC2,-0.7,21,-12,0.0
Cc1ccnc(NS(=O)(=O)c2ccc(NC(=O)c3ccccc3C)cc2)n1,-1.9,-6,5,-0.1
O=C(COC(=O)Cn1cc(C(F)(F)F)ccc1=O)NCc1ccco1,-1.8,11,4,0.6
COc1ccc(OC)c(CNc2cccc(C)c2)c1,2.0,64*,5,-0.2
CC1=NC(C(F)(F)F)(C(F)(F)F)C2=C(CC(C)(C)CC2=O)N1CC1CCCO1 (stereo not given),-0.1,-10,-10,-0.2
CC(C)CCOc1ccc(C(=O)CCNCC(=O)O)cc1,1.6,11,-13,0.2
CC(=O)/C(N=Nc1ccc(Br)cc1)=C(/O)c1ccccc1,0.8,-1,7,-0.3
COCCN(CCOC)C(=O)Cn1nc2c3c4c(sc3ncn2c1=O)CC(C)CC4 (stereo not given),-0.7,-18,-7,0.0
CC(=O)Oc1cccc2cccnc12,2.0,-4,6,0.0
CCOC(=O)COc1ccc(/C=N/n2cnnc2)cc1OC,-1.5,2,-8,-0.2

More results:
Molecule,GPR151 activ,MITF primary,TEAD-YAP block,FBW7 act
O=C(Cn1cc(/C=C2/NC(=O)N(c3ccccc3)C2=O)c2ccccc21)Nc1ccccc1,1.3,i,6,0.0
NNc1nc2c(-c3ccc(Cl)cc3)nnn2c2ccccc12,-1.5,17,-65,-0.1
CC(C)COC(=O)Cn1cnc2ccc(Br)cc2c1=O,0.5,11,-4,0.0
Fc1cccc(N2N=C(c3ccccc3)CC2c2ccc(Br)cc2)c1 (stereo not given),-2.0,22,-8,0.1
O=C(NCc1ccccc1)c1ccc(N2C(=O)C3CCCCC3C2=O)cc1 (stereo not given),1.6,1,-3,0.1
COc1cc(-c2nc3ccc(C(=O)NC4CCCCCC4)cc3nc2-c2cc(OC)c(OC)c(OC)c2)cc(OC)c1OC,-1.3,5,-7,-0.1
COc1ccc(C2SCCN2S(=O)(=O)c2cccc(C)c2)cc1[N+](=O)[O-] (stereo not given),1.2,-9,4,-0.1
COc1ccc(-c2nnn(CC(=O)N3CCN(c4ccccc4OC)CC3)n2)cc1,-0.6,-5,-2,0.0
Cc1cccc(NC(=O)CN2C(=O)S/C(=C\c3ccc(OCC(N)=O)cc3)C2=O)c1,0.0,9,6,0.0
CCOc1ccc(N2C(=O)c3cccnc3C2Nc2cccc(C(C)=O)c2)cc1 (stereo not given),0.2,10,4,-0.2
CC(C)c1ccc(C2Oc3ccc(Br)cc3C3CC(c4ccccc4)=NN32)cc1 (stereo not given),-0.3,-9,-40,-0.1
Nc1n[nH]c2nc(C(F)(F)F)cc(=O)n12,-0.5,-5,-11,-0.2
CCOC(=O)C(C(C)=O)C(c1ccccc1)C(C#N)C#N (stereo not given),-1.2,11,-2,0.4
COc1cccc(/C=C2/C(=O)NN(c3ccc(I)cc3)C2=O)c1,0.9,-10,-3,0.1
COc1cc(OC)c(C(=O)OCC(=O)N(Cc2ccccc2)C(C)(C)C)cc1OC,0.6,2,3,0.6
CCOC(=O)C1CCN(C2CCC(=O)N(CC(C)CC)CC2)CC1 (stereo not given),-0.9,-8,-22,0.6
O=C1C2C3C=CC(C3)C2C(=O)N1/N=C/c1cn(Cc2ccccc2)c2ccccc12 (stereo not given),-0.3,-9,6,-0.1
Cc1ccc(C2=N/C(=C\c3cccc(Cl)c3Cl)C(=O)O2)cc1C,0.7,-7,-4,-0.1
CCc1ccc(N2C(=O)c3sc4nncc(=O)n4c3C2=O)cc1,3.0,0,2,0.0
COc1ccc(C(=O)/C=C/Nc2ccc(Cl)c([N+](=O)[O-])c2)cc1,0.1,-4,-25,-0.1
O=C(N/N=C/c1cccc(O)c1O)c1ccc(COc2cccc3cccnc23)cc1,1.9,-10,-7,-0.3
COc1ccc(N2CCN(c3ncnc4sc(C(=O)Nc5ccc(OC)c(OC)c5)c(C)c34)CC2)cc1,1.8,15,19,-0.1
Cc1ccc2c(c1)[C@@H]1C=CC[C@@H]1[C@H](c1ccncc1)N2,-0.7,-7,-4,0.2
CC(C)CC(=O)Nc1ccc(Cl)c([N+](=O)[O-])c1,1.5,6,4,0.1
Cc1c2c(nc3c(C(=O)NCCC(C)C)cnn13)CCCC2,1.7,12,-10,1.3
COc1ccc(S(=O)(=O)N2CCN(C(=O)c3cccc(OC)c3)CC2)cc1,0.7,6,3,-0.1
Cc1cc(C)n(C(=O)COc2ccccc2C(C)C)n1,1.5,-1,5,-0.1
COc1cc(NC(=O)CNC(=O)Cn2cnc3ccccc3c2=O)cc(OC)c1OC,-0.2,8,10,0.0
Cc1ccccc1-c1nc(CS(=O)CC(=O)NC(C)C)c(C)o1 (stereo not given),0.9,-4,11,0.2
CCc1ccc(C2N3CC4(C)CN2CC(C)(C3)C4)cc1 (stereo not given),-1.0,3,4,-0.1

Of the compounds above, 10 contain fluorine:
Molecule,GPR151 activ,MITF primary,TEAD-YAP block,FBW7 act
O=C(N1CCN(c2nc(-c3ccccc3)c3cc(Br)ccc3n2)CC1)C(F)(F)F,0.0,12,2,0.1
Cc1c(Cl)cccc1NC(=O)c1nn2c(C(F)(F)F)cc(-c3ccc(Br)cc3)nc2c1Cl,-0.1,-9,0,0.0
OCc1c(-c2ccc(F)cc2)nc2sc3c(n12)CCCC3,3.2,8,-52,-0.1
Cc1nnc(SCC(=O)Nc2ccc(C(F)(F)F)cc2)n(N)c1=O,2.6,6,10,1.3
O=C(CCC(=O)c1cccs1)OCCOc1ccc(F)cc1,0.4,0,3,-0.1
Cc1[nH]c2c(C(F)(F)F)cccc2c1CCNC(=O)Cn1nc(C)c2ccccc2c1=O,-0.3,-4,8,0.0
O=C(COC(=O)Cn1cc(C(F)(F)F)ccc1=O)NCc1ccco1,-1.8,11,4,0.6
CC1=NC(C(F)(F)F)(C(F)(F)F)C2=C(CC(C)(C)CC2=O)N1CC1CCCO1 (stereo not given),-0.1,-10,-10,-0.2
Fc1cccc(N2N=C(c3ccccc3)CC2c2ccc(Br)cc2)c1 (stereo not given),-2.0,22,-8,0.1
Nc1n[nH]c2nc(C(F)(F)F)cc(=O)n12,-0.5,-5,-11,-0.2

Later entries
Molecule,GPR151 activ,MITF primary,TEAD-YAP block,FBW7 act
Cc1ccc(Cl)c(NC(=O)CSc2n[nH]c(N)n2)c1Cl,3.0,14,-1,-0.2
Nc1nnc(-c2ccccc2F)s1,-0.6,3,-23,0.1
CCOc1ccc(NC(=O)c2nn(C)c3c2COc2ccccc2-3)cc1,0.8,-4,-13,0.1
Oc1c(C(Nc2ccc(F)cc2)c2ccncc2)ccc2cccnc12 (stereo not given),-1.3,61*,-3,-2.1
Cc1ccc(C2=NN(CC(=O)NCCc3ccccc3)C(=O)CC2)cc1,1.1,-1,7,0.0
